From PubChem BioAssay
CHRM5 PAM: potentiates acetylcholine response at human M5 receptor | P08912 | CHO-K1 hM5, Fluo-8 calcium, ACh EC20 PAM; 0% = ACh EC20, 100% = ACh EC100 | activation, % at 3 µM | 360,000 compounds, 0.3% hits | AID 624038;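 active = activation above the run cutoff, the mean activation of all test compounds plus 3 SD, cut at about 18% in these data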
Target sequence (P08912 whole entry, looked up): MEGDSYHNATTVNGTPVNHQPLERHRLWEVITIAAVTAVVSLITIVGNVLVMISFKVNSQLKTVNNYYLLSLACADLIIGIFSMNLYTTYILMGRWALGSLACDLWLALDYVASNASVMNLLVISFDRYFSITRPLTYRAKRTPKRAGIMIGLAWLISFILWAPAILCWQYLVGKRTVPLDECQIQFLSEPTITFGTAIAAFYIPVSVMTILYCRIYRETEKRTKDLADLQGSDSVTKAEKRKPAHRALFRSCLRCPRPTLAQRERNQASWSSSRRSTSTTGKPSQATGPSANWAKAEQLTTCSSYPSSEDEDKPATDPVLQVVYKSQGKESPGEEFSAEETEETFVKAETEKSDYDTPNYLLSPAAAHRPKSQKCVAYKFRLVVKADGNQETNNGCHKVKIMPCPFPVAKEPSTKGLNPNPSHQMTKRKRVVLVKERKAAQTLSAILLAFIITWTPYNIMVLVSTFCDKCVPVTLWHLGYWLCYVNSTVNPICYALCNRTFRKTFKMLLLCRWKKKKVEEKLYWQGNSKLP
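system = human M5 receptor in CHO-K1 cells | compound = one concentration, 3 µM final (nominal) | schedule = Post-acetylcholine fluorescence recording 140 s | signal = Fluo-8 calcium dye fluorescence, kinetic read | benchmarks = low control EC20 acetylcholine (0%), high control EC100 acetylcholine (100%) | repeats = singlicate, one well per test compound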
TAAR1 agonist: agonists of human TAAR1 | activation, % at 3 µM | AID 624467 | CHO RD-HGA16 TAAR1, Fluo-8 calcium fluorescence; vehicle wells 0%, saturating PEA agonist 100% | 360,000 compounds, 0.99% hits | Q96RJ0;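 active = activation above the mean activation of all test compounds in the run plus 3 SD, cut at about 38% in these data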
Target sequence (Q96RJ0 whole entry, looked up): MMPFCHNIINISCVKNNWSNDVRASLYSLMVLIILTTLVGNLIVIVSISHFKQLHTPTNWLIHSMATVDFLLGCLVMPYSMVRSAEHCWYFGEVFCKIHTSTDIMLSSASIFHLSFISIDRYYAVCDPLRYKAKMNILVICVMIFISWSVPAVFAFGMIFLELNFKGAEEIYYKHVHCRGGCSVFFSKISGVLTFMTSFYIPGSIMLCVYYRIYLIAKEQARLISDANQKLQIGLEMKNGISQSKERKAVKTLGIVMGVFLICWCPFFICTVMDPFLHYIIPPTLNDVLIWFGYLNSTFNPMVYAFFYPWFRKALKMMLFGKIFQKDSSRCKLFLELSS
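Test system: RD-HGA16 (CHO) cells co-expressing Gα16 and hTAAR1 | Doses: Single dose, 3 µM | Schedule: 17-24 h seeding, 75 min 37 °C dye, 30 min RT | Evaluation: % activation from peak over basal fluorescence ratio, DMSO-to-PEA scaled | Technique: Kinetic Fluo-8 calcium fluorescence | Benchmarks: Low control DMSO, high control PEA (EC100)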
M4 PAM: CHRM4 positive allosteric modulation; 360,000 compounds, 0.4% hits; P08173; CHO-K1 hM4/Gqi5, Fluo-8 calcium fluorescence, ACh EC20; 0% = ACh EC20, 100% = maximal ACh; activation, % at 3 µM; AID 624126;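 active = activation above its plate's cutoff, the mean activation of sample wells plus 3 SD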; also: some results filed as inactive read as strong as hits
TAAR1 antag: human TAAR1 antagonism; inhibition, % at 3 µM; CHO RD-HGA16 TAAR1, Fluo-8 calcium fluorescence, antagonist; 360,000 compounds, 1.5% hits;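 active = inhibition above a per-plate cutoff, the mean inhibition of test compounds on that plate plus 3 SD, cut at about 49% in these data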;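 also: 0% = DMSO plus EC80 beta-PEA response and 100% = DMSO alone without agonist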
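Test system: RD-HGA16 CHO cells with stable hTAAR1 and Gα16 / Probe or stimulus: EC80 β-phenethylamine stimulus / Times: seeding 17-24 h prior, 75-min 37 °C, 30-min RT dye loading / Detection: Fluo-8 calcium-sensitive fluorescence / Read-out basis: % inhibition scaled between DMSO and EC80 PEA controls / Repeats: singlicate, one well per test compound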
M1 PAM parental: M1 PAM counterscreen hit in parental CHO-K1 cells; ATP EC20, Fluo-8 calcium fluorescence; 0% at ATP EC20, 100% at ATP max; activation, % at 3 µM; 360,000 compounds, 0.02% hits; AID 602247;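 active = activation above the run cutoff, the mean activation of all test compounds plus 3 SD, cut at about 40% in these data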;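 also: peak over basal fluorescence ratio in a 140 s read after ATP addition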
CRFR2-BP antag: blocks CRF-induced signaling of the CRF-BP/CRF-R2 complex; HEK293 CRF-R2/CRF-BP, CRF-induced calcium fluorescence; inhibition, % at 11.8 µM; 350,000 compounds, 0.59% hits; AID 588475;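 active = inhibition of the ligand-induced calcium signal above about 50% at the single tested concentration, limit read from the data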
M5 ag: CHRM5 agonism in calcium assay | activation, % at 3 µM | CHO-K1 hM5 cells, Fluo-8 calcium fluorescence; 0% DMSO wells, 100% maximal acetylcholine response | P08912 | 360,000 compounds, 0.19% hits;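 active = activation above the run's mean over test compounds plus 3 SD, cut at about 23% in these data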;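 also: signal is peak over basal fluorescence ratio across the kinetic read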
CHRM5 antagonist: CHRM5 antagonism in calcium assay; P08912; CHO-hM5 cells, Fluo-8 calcium fluorescence, ACh EC80; inhibition, % at 3 µM; 360,000 compounds, 0.59% hits; AID 624040;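 active = inhibition above a per-plate cutoff, the mean of that plate's test compounds plus 3 SD, cut at about 27% in these data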;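 also: 0% = acetylcholine EC80 with DMSO and 100% = DMSO without agonist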
CRFR2-BP ag: CRF-BP/CRF-R2 complex agonism; 350,000 compounds, 0.46% hits; HEK293 CRF-R2/CRF-BP, calcium dye fluorescence (FLIPR); percent of saturating CRF peptide response; activation, % at 13.2 µM; AID 588473;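 active = activation of at least 50%, plus an integration ratio under a set limit after plate pattern correction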;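 also: plate controls were neutral control wells without compound for no effect and CRF at EC100 for full effect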
An asterisk follows results filed as active; . = not tested or not shown.

#	Structure	M5 ag	TAAR1 agonist	M1 PAM parental	CRFR2-BP antag	TAAR1 antag
1	CCN1CCN(CC(=O)Nc2sc3c(c2C#N)CCC(C)C3)CC1 (stereo not drawn)	-7	4	14	-1	-3
2	Cc1cccc(C)c1C(O)c1ncc(-c2cccc(C(F)(F)F)c2)[nH]1 (stereo not drawn)	1	12	-8	.	2
3	CCOc1ccc(/C=N/NC(=O)C(C)N(c2ccc(OC)cc2)S(C)(=O)=O)cc1OCC (stereo not drawn)	2	5	-9	55*	13
4	O=C1/C(=C\c2cccnc2)CCc2ccccc21	-5	2	6	1	-36
5	CC(C)[C@@H](C(=O)N1CCN(Cc2ccc3c(c2)OCO3)CC1)n1nnc2ccccc2c1=O	-1	-2	5	4	-3
6	CCCCN(CC)CCCNC(=O)CS(=O)(=O)Cc1nc(-c2cccc(OC)c2)oc1C	-4	2	17	8	-7
7	Cc1oc(-c2ccccc2Cl)[n+]([O-])c1C	2	1	-4	19	10
8	COc1ccc(CCNC(=O)C2CCN(S(=O)(=O)c3ccc(OC)c(OC)c3)CC2)cc1	-1	5	6	3	2
9	COc1ccc(C(OC(=O)c2ccco2)C(=O)NCc2ccco2)cc1 (stereo not drawn)	-5	2	-4	10	-16
10	CCOC(=O)C1=C(COC(=O)/C=C/c2ccccc2F)NC(=O)NC1C (stereo not drawn)	4	23	-31	-16	56*
11	Cc1ccc(C)c(N2CCN(CCN3CCCCC3)CC2)c1	-3	4	17	-9	-4
12	CCC(=O)Nc1ccc(Cl)c(NC(=S)NC(C)=O)c1	1	2	27	-4	0

#	CHRM5 antagonist	CHRM5 PAM	CRFR2-BP ag	M4 PAM
1	-3	2	3.1	11
2	9	-8	.	0
3	-4	2	-0.2	-6
4	2	-5	-1.7	2
5	5	-4	-1.8	-5
6	-3	1	-0.4	10
7	-4	3	-1.4	12
8	12	-11	0.5	-7
9	-4	-2	-0.3	4
10	9	-21	-1.5	-16
11	14	-9	0.5	-7
12	1	0	0.2	6

Sorted by count of non-hydrogen atoms (largest number first): some entries from above
#	Structure	M5 ag	TAAR1 agonist	M1 PAM parental	CRFR2-BP antag	TAAR1 antag
5	CC(C)[C@@H](C(=O)N1CCN(Cc2ccc3c(c2)OCO3)CC1)n1nnc2ccccc2c1=O	-1	-2	5	4	-3
8	COc1ccc(CCNC(=O)C2CCN(S(=O)(=O)c3ccc(OC)c(OC)c3)CC2)cc1	-1	5	6	3	2
10	CCOC(=O)C1=C(COC(=O)/C=C/c2ccccc2F)NC(=O)NC1C (stereo not drawn)	4	23	-31	-16	56*
2	Cc1cccc(C)c1C(O)c1ncc(-c2cccc(C(F)(F)F)c2)[nH]1 (stereo not drawn)	1	12	-8	.	2
1	CCN1CCN(CC(=O)Nc2sc3c(c2C#N)CCC(C)C3)CC1 (stereo not drawn)	-7	4	14	-1	-3
12	CCC(=O)Nc1ccc(Cl)c(NC(=S)NC(C)=O)c1	1	2	27	-4	0
7	Cc1oc(-c2ccccc2Cl)[n+]([O-])c1C	2	1	-4	19	10

#	CHRM5 antagonist	CHRM5 PAM	CRFR2-BP ag	M4 PAM
5	5	-4	-1.8	-5
8	12	-11	0.5	-7
10	9	-21	-1.5	-16
2	9	-8	.	0
1	-3	2	3.1	11
12	1	0	0.2	6
7	-4	3	-1.4	12

More results.
#	Structure	M5 ag	TAAR1 agonist	M1 PAM parental	CRFR2-BP antag	TAAR1 antag
13	COc1cc(-c2nnc(COc3ccc(Cl)cc3C)o2)cc(OC)c1OC	-1	19	9	-10	8
14	COc1ccc2oc(C(=O)N(CC(C)C)C3CCS(=O)(=O)C3)c(C)c2c1 (stereo not drawn)	-1	1	8	-4	-24
15	COc1ccc(N2C3=[N+](CC2(C)O)c2ccccc2CC3)cc1 (stereo not drawn)	-6	0	12	-3	11
16	O=[N+]([O-])c1cc(S(=O)(=O)N2CCCC2)ccc1NCCc1ccccc1	-2	2	15	2	-22
17	c1ccc2c(Cn3nnc4ccccc43)cccc2c1	-2	-1	24	-6	-1
18	CCOC(=O)C1CCN(S(=O)(=O)c2cccc(C(=O)Nc3ccccc3)c2)CC1	-1	2	5	12	-11
19	O=C(NC(=S)NCc1cccnc1)c1ccc([N+](=O)[O-])cc1	0	-1	6	8	13
20	Cc1ccc2nc(-c3ccc(NC(=O)COC(=O)c4ccc(Br)o4)cc3)sc2c1	-1	0	12	12	-25
21	COc1ccc(S(=O)(=O)N2CCC(C(=O)Nc3ccc4c(c3)OCCO4)CC2)cc1OC	3	3	5	-7	-29
22	CCCN1Cc2cccc(C(=O)Nc3ccc(-c4nc5ccccc5[nH]4)cc3)c2C1=O	0	5	0	-22	27
23	COc1cc(NC(=S)Nc2ccccn2)cc(OC)c1	0	7	15	-10	-4
24	CCN(CC(=O)Nc1ccc(NC(C)=O)cc1)C(=O)C1(c2ccccc2)CC1	4	15	-7	28	-5

#	CHRM5 antagonist	CHRM5 PAM	CRFR2-BP ag	M4 PAM
13	12	-7	3.5	0
14	5	-1	-0.8	-4
15	1	-3	-2.8	-9
16	8	-6	-1.8	12
17	1	-3	-0.7	-6
18	4	-3	-1.0	-3
19	4	1	-0.7	9
20	-3	0	0.3	-4
21	3	-1	-0.1	5
22	5	-5	1.0	13
23	-3	1	1.0	-2
24	11	-5	-1.5	4

Next results follow:
#	Structure	M5 ag	TAAR1 agonist	M1 PAM parental	CRFR2-BP antag	TAAR1 antag
25	CC1CC(C)(C)NC(=S)S1 (stereo not drawn)	0	4	12	6	6
26	CCOC(=O)CCCNC(=O)CN1C(=O)NC2(CCCCCC2)C1=O	12	7	8	-1	15
27	O=C(COC(=O)[C@@H]1CCCN1S(=O)(=O)c1ccc(Cl)cc1)NC12CC3CC(CC(C3)C1)C2	1	9	24	8	37
28	Cc1cc(C)nc(NS(=O)(=O)c2ccc(N3C(=O)C4CCCCC4C3=O)cc2)n1 (stereo not drawn)	-1	-3	-3	5	-12
29	O=C(Nc1ccc2c(c1)OCO2)c1n[nH]c(=O)c2ccccc12	3	-3	18	-6	12
30	CCCCOC(=O)c1cccc(NC(=O)CCC(=O)O)c1	0	15	13	12	-5
31	Cc1occc1C(=O)N1CCCC(CCC(=O)NCc2ccc(F)c(F)c2)C1 (stereo not drawn)	-2	0	11	-11	-6
32	COCCNC(=O)c1cc(-c2ccncc2)nc2ccc(S(=O)(=O)N3CCOCC3)cc12	-4	4	6	6	0
33	O=C(NC(=S)NNC(=O)c1ccccc1[N+](=O)[O-])c1ccccc1	-1	7	11	31	-5
34	CCNC(=S)Nc1ccc2c(c1)c(=O)n(C)n2Cc1cccc(C(F)(F)F)c1	1	0	13	.	7
35	COc1ccc(NC(=O)c2ccc(S(=O)(=O)NCc3cccnc3)cc2)cc1	-2	1	-9	9	12
36	COCCNC(=O)C1(C)CCCN(Cc2noc(-c3ccccc3OC)n2)C1 (stereo not drawn)	1	0	6	.	12

#	CHRM5 antagonist	CHRM5 PAM	CRFR2-BP ag	M4 PAM
25	3	-3	-1.3	-5
26	-9	-4	0.8	13
27	4	-11	-2.5	-17
28	5	3	-0.3	5
29	5	1	-1.6	5
30	4	1	-0.6	4
31	2	3	0.8	2
32	-3	0	0.8	7
33	-3	1	-2.5	-2
34	6	-1	.	1
35	23	-12	-0.1	-3
36	1	2	.	3

The list continues.
#	Structure	M5 ag	TAAR1 agonist	M1 PAM parental	CRFR2-BP antag	TAAR1 antag
37	CCCCC1(C(=O)OC)NC(c2ccc(O)cc2)C2C(=O)N(c3ccccc3)C(=O)C21 (stereo not drawn)	1	5	4	6	-5
38	Cc1onc(-c2ccccc2)c1C(=O)NCC1CCN(C(=O)c2c(-c3ccccc3)noc2C)CC1	-2	11	4	3	7
39	Cc1ccc(S(=O)(=O)N2CCC(=O)N(CCOCc3cccc(Cl)c3)CC2)cc1	0	4	0	-1	10
40	CCOC(=O)[C@]12CCCC=C1N(Cc1cccc3ccccc13)C(=O)[C@H](CC(=O)NCc1ccccc1)C2	0	7	0	.	4
41	Cc1nn(C(C)C(=O)NCCC2=CCCCC2)c(=O)c2nn(-c3ccccc3)c(C)c12 (stereo not drawn)	-7	0	-1	-12	-19
42	COc1cc(NC(=S)NC(C)(C)C)c(OC)cc1Cl	-1	4	18	30	2
43	Cc1cccn2c(=O)c3cc(C(=O)NCCc4ccccc4)sc3nc12	-1	12	1	2	-18
44	CCCCCCCCCCC(C(=O)O)C1(C(=O)O)CCC(=O)O1 (stereo not drawn)	3	1	0	.	0
45	CS(=O)(=O)N1CCc2cc(C(=O)O)ccc21	-1	8	20	2	-5
46	CC1CCC(NC(=O)CCS(=O)(=O)c2ccc3c(c2)NC(=O)CS3)CC1 (stereo not drawn)	-3	0	8	-6	-7
47	O=S(=O)(Nc1cccc(F)c1)c1cccc2nsnc12	-6	2	17	8	-9

#	CHRM5 antagonist	CHRM5 PAM	CRFR2-BP ag	M4 PAM
37	-4	4	-2.3	-7
38	4	-6	0.2	-6
39	10	-1	-0.9	-4
40	3	-10	.	-2
41	12	0	0.6	-6
42	-2	-1	-4.4	2
43	11	-4	-1.2	0
44	8	-2	.	3
45	-5	-2	-0.8	0
46	8	-2	-0.3	13
47	9	-12	0.5	-5
